TDP2 inh = TDP2 (human) inhibition, absorbance primary screen. recombinant TDP2, T5PNP hydrolysis, p-nitrophenol absorbance 415 nm. inhibition, % at 12.8 µM. 370,000 compounds, 0.34% hits;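 active means inhibition above the mean of all tested compounds plus 3 SD, set per campaign, cut at about 25% in these data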;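 further: 0% = DMSO with enzyme and 100% = buffer with substrate but no TDP2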
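Evaluation: % inhibition relative to enzyme-containing and enzyme-free wells. Material: recombinant human TDP2. Benchmarks: enzyme-free and DMSO wells. Timing: enzyme reaction with compound for 2 h at 37 °C. Compound dosing: 12.8 µM only. Measured by: p-Nitrophenol epi absorbance. Reagent: T5PNP substrate at 5 mM, a TopII-DNA adduct mimic. Replication: single well per compound.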
ASAP1 inh = inhibitors of human ASAP1 ArfGAP activity; Q9ULH1; ASAP1-stimulated ARF1 GTP hydrolysis, GDP FP detection; inhibition, % at 16.5 µM; 360,000 compounds, 0.19% hits; AID 624377; in the data active means inhibition above about 25%;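 further: 0% = vehicle with enzyme and substrate and 100% = no enzyme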
PLC-gamma1 inh = inhibitors of human phospholipase C gamma1. P19174. purified PLC-gamma1, fluorogenic substrate, fluorescence. inhibition, % at 12.2 µM. 370,000 compounds, 0.84% hits. AID 720700; in the data active means inhibition above about 9.5%
SIAE inh = blocks human sialic acid acetylesterase | 370,000 compounds, 0.69% hits | Q9HAT2 | inhibition, % at 9.66 µM | SIAE FP-Rh probe binding, fluorescence polarization;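 active means inhibition above a cutoff: mean of compounds within the control limits plus 3 SD of those, cut at about 17% in these data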;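 further: 0% = plate median of compound wells and 100% = probe without SIAE protein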
ARFGAP1 inh = inhibits rat ARF GTPase activating protein 1 | Q62848 | Arfgap1-stimulated ARF1 GTP hydrolysis, GDP FP detection | inhibition, % at 16.5 µM | 360,000 compounds, 0.26% hits | AID 651572;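 active means inhibition above a per-plate limit, mean inhibition of low control wells plus 3 SD, cut at about 25% in these data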;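 further: 0% = DMSO wells with enzyme and 100% = wells lacking Arfgap1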
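Material: rat Arfgap1 GAP domain (His6, aa 1-136), purified enzyme. Also added: human ARF1(Δ1-17)-GTP substrate. Compound dosing: 16.5 µM single point, 1.26% DMSO. Timing: enzyme reaction 120 min at 25 °C after 20 min preincubation. Signal: GDP detection by fluorescence polarization. Read-out basis: percent inhibition of GAP-stimulated GDP formation, scaled between DMSO and no-Arfgap1 medians.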
PLC-beta3 inh = PLC-beta3 (human) inhibition, primary screen | Q01970 | Purified PLC-beta3, fluorogenic substrate, fluorescence | inhibition, % at 12.2 µM | 370,000 compounds, 0.18% hits | AID 720704; in the data active means inhibition above about 11%;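 further: 0% = median of compound wells on plate and 100% = full blocker control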
Target sequence (Q01970 whole entry, looked up): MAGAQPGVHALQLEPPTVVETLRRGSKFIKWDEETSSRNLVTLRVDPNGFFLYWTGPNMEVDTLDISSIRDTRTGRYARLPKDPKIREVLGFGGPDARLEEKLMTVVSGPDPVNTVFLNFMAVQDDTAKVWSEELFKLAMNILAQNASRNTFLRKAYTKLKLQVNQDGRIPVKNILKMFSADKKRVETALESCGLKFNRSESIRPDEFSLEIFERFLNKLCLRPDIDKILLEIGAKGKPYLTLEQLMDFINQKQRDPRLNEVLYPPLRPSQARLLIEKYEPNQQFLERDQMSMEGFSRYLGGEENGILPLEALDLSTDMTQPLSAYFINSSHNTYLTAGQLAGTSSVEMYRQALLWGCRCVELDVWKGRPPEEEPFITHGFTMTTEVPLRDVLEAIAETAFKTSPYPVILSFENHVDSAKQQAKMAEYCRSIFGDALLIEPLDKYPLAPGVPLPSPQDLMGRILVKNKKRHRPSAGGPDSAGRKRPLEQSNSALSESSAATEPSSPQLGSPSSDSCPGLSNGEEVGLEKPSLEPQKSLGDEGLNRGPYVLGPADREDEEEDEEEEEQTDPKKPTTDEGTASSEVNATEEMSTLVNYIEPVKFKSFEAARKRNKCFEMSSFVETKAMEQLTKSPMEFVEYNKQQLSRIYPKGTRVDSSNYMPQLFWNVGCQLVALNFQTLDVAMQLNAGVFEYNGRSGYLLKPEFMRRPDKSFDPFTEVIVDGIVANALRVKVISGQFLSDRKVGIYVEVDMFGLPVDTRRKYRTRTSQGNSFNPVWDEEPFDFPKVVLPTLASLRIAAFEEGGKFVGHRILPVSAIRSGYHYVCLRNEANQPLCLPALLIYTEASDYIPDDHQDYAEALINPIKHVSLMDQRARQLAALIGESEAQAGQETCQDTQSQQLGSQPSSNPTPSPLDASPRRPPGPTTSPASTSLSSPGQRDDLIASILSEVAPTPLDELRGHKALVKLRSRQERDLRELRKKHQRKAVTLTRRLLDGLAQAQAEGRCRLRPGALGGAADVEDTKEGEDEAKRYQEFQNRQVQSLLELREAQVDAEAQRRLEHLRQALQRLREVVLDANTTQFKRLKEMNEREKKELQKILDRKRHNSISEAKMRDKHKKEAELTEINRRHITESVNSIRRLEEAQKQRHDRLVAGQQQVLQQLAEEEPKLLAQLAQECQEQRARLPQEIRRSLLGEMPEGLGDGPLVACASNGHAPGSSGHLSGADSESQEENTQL
DDE Tn6 FP inh = DD(E)-Tn6 binding inhibition, primary FP screen; P02675; 370,000 compounds, 0.21% hits; inhibition, % at 8.3 µM; Fibrin DD(E) TRITC-Tn6 fluorescence polarization displacement; AID 720509;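 active means inhibition above a per-campaign cutoff: mean of compounds within control limits plus 3 SD, cut at about 15% in these data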;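 further: 0% = median of all compound wells on the plate and 100% = blocking peptide control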
DDE Tn7 FP inh = DD(E)-Tn7 binding inhibition, primary FP screen. P02675. FP displacement of FITC-Tn7 peptide from fibrin DD(E); 0% = median of compound wells per plate. inhibition, % at 8.3 µM. 370,000 compounds, 0.13% hits;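 active means inhibition above the mean of compounds falling within the control limits plus 3 SD of them, cut at about 14% in these data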;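 further: 0% = plate median of compound wells and 100% = 10 µM Aha-Tn7 peptide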
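Test system – human fibrin DD(E) · Times – 10 min preincubation, 3 h with tracer, room temperature · Detection – fluorescence polarization of the labelled Tn7 tracer · Measure – percent inhibition normalized to high-control wells · Benchmarks – high control wells with 10 µM unlabelled Aha-Tn7 peptide (full inhibition) · Repeats – singlicate testing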
ADAM10 inh = ADAM10 inhibition, QFRET primary screen; O14672; recombinant ADAM10, EDANS/DABCYL FRET peptide cleavage, 3 h; inhibition, % at 7 µM; 370,000 compounds, 0.62% hits;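 active means inhibition above a per-campaign cutoff equal to the mean of compounds falling between control-based bounds plus 3 SD, cut at about 20% in these data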;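 further: 0% = DMSO wells while the 100% control is not disclosed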
ADAM17 inh = inhibitors of human ADAM17; P78536; recombinant ADAM17, EDANS/DABCYL FRET peptide cleavage; inhibition, % at 6.95 µM; 370,000 compounds, 0.83% hits;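 active means inhibition above the mean of compounds lying between control limits plus 3 SD, set per campaign, cut at about 8.5% in these data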;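 further: 0% = DMSO-only wells as the low control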
Starred values were filed as active, the others as inactive; i = inactive; . = not tested or not shown.

SMILES	TDP2 inh	ASAP1 inh	PLC-gamma1 inh	SIAE inh	ARFGAP1 inh	PLC-beta3 inh	DDE Tn6 FP inh	DDE Tn7 FP inh	ADAM10 inh	ADAM17 inh
O=C(CN1CCN(S(=O)(=O)c2cccc(Cl)c2)CC1)N1CCCCC1	0.4	0.4	0.9	0.0	-7.3	-4.7	0.8	0.7	-14.1	-0.8
Fc1ccccc1N1CCN(c2ncnc3nc[nH]c23)CC1	-9.6	3.2	-0.2	5.2	9.4	-10.6	3.3	11.0	-4.1	-8.4
CCn1c(=O)n(CC(=O)N2CCN(C(C)=O)CC2)c(=O)c2ccccc21	8.1	.	-1.4	1.9	.	-2.2	4.7	3.4	-12.4	-5.3
O=C(CSc1nccc(=O)[nH]1)Nc1cc(C(F)(F)F)ccc1N1CCOCC1	-10.7	-8.9	1.2	2.4	-2.0	-7.9	0.0	6.5	-1.2	-4.9
CN(C)S(=O)(=O)N1CCC(Oc2ccc(C(=O)NC3CCOC(C)(C)C3)cc2)CC1 (stereo not drawn)	12.3	-10.1	-0.8	-2.2	-5.2	-4.9	-4.5	-3.5	0.8	1.4
COc1ccccc1C1=NN(C(=O)c2ccccc2)C(c2ccc(Br)cc2)C1 (stereo not drawn)	-15.6	-3.2	3.7	5.9	8.1	-2.3	3.9	-4.0	0.0	-1.7
CC(C)(C)OC(=O)[C@H](Cc1ccccc1)NC(=O)c1ncn2c1c(=O)[nH]c1ccc(Br)cc12	6.6	0.0	-0.8	-5.8	-1.3	-1.6	0.8	-3.0	-2.8	-4.5
O=C(Cc1c[nH]c2ccccc12)N/N=C/c1cccc(F)c1	3.4	4.4	2.6	5.2	4.2	-0.9	1.4	-0.4	-0.6	4.7
O=C(COC(=O)c1nc(Cl)ccc1Cl)Nc1cccc(S(=O)(=O)N2CCOCC2)c1	5.2	-24.1	-2.0	-4.3	-2.6	-4.1	-5.6	0.0	0.4	-0.5
CN1CCCN(C(=O)c2cccc(Cl)c2)CC1	-9.5	-12.4	1.7	-0.5	10.3	-3.4	-2.4	-2.2	0.2	0.8
Cc1ccc(S(=O)(=O)N(CC(O)CN2C(=O)NC(C)(C)C2=O)c2ccccc2)cc1 (stereo not drawn)	9.8	-17.5	2.0	9.1	-24.6	1.4	9.5	0.2	2.0	-0.5
O=C(NCCCN1CCOCC1)c1ccccc1N1C(=O)[C@@H]2Cc3c([nH]c4ccccc34)C(c3ccccc3)N2C1=O (stereo partly drawn)	3.9	4.7	-7.3	3.5	-3.8	-6.5	-4.2	-1.8	-28.1	-5.6
Cc1cccc(NC(=O)C2CCN(S(=O)(=O)c3ccc4c(c3)NC(=O)CO4)CC2)c1C	23.2	-8.3	3.1	-0.8	-11.7	-5.2	-7.9	-2.7	-9.7	-4.5
Cc1ccc(SCC(=O)NCc2ccc(F)cc2)cc1	-5.9	3.9	1.0	4.9	6.5	-6.5	5.2	5.3	-0.5	-3.1
N/C(=N\OC(=O)Cc1ccccc1[N+](=O)[O-])c1ccncc1	12.1	-8.7	0.3	-2.2	-2.5	1.5	1.4	1.5	-3.1	-3.3
CCCCSc1nc2[nH]ncc2c(=O)[nH]1	-2.4	-0.6	-2.4	-5.3	0.2	-1.9	2.9	11.9	-1.6	-3.5
Cc1ccc(Nc2nc(CSc3n[nH]c(N)n3)cs2)cc1	-7.3	-2.4	5.0	-3.1	-3.5	3.3	3.9	0.4	0.2	-2.3
CCOc1ccc(Cc2n[nH]c(=S)n2N)cc1	1.8	-6.0	0.3	-0.9	-14.0	1.4	6.2	-1.2	4.3	1.9
Nc1[nH]n(-c2ccccc2)c(=O)c1N=Nc1ccc2ncsc2c1	-5.9	24.6	0.3	13.1	14.4	-5.8	-4.8	2.3	6.3	-2.1
CCN1C(=O)[C@@H]2[C@@H](c3ccc(-c4ccc(OC)cc4)c(OC)c3)N3CCC[C@@]3(C(=O)OC)[C@@H]2C1=O	6.8	-6.7	-17.1	-4.3	1.7	-22.5	-6.1	5.3	0.5	-2.8
COC(=O)c1ccccc1S(=O)(=O)NNC(=O)C12CC3CC(CC(C3)C1)C2	-7.0	-19.5	-0.2	8.1	4.8	1.6	4.3	3.9	-1.6	-1.0
CS(=O)(=O)Cc1cccc(C(=O)NN(c2ccccc2)c2ccccc2)c1	-13.0	5.8	4.1	1.4	10.5	-6.8	1.5	5.7	4.5	-4.0
CCCC(C)CO (stereo not drawn)	-0.5	4.9	-1.7	-1.0	4.2	0.1	-0.9	0.0	-8.9	-4.9
Cc1ccc(NC(=O)CS(=O)CC(=O)Nc2ccc(N3CCOCC3)cc2)cc1Cl (stereo not drawn)	5.2	3.8	0.1	1.3	6.8	-1.1	-8.9	-1.0	6.6	-0.5
NC(=O)c1ccc(-c2nnc(Nc3ccc(S(N)(=O)=O)cc3)c3ccccc23)cc1	2.2	-7.3	-215.1	-3.2	-4.0	-311.5	7.8	-11.9	-27.1	-6.8
Cc1ccc(S(=O)(=O)N2C(=O)CCC2C(=O)Nc2ccc3c(c2)OCCO3)cc1 (stereo not drawn)	-1.2	3.9	0.9	9.8	3.0	0.7	-7.7	-0.1	-0.5	0.5
Oc1cc(O)cc(-c2cc3ccc(O)cc3o2)c1	-2.6	6.7	-390.1	-4.5	15.8	-499.0	-2.4	-0.8	i	-323.6
COC(=O)Nc1nnc(/C=C/c2ccccc2)s1	4.3	1.4	-137.8	-13.0	11.5	-158.9	0.1	3.1	i	i
CCOCCn1c(N2CCN(c3ccc(OC)cc3)CC2)nc2c1c(=O)[nH]c(=O)n2C	5.2	9.1	-0.1	2.8	-7.4	1.0	0.2	-5.5	3.7	-3.0
O=C(N/N=C/c1ccc([N+](=O)[O-])cc1)c1cc(C2CC2)nc2ccccc12	8.6	0.7	1.4	-4.4	3.2	-4.9	7.0	-0.7	-0.3	-0.5
Nc1n[nH]c(-c2ccccc2)c1-c1ccccc1	7.7	-10.0	0.3	-5.0	4.3	-3.6	-3.5	-4.5	4.1	-3.1
Cc1occc(=O)c1OCc1ccccc1	0.6	-2.9	-0.3	-5.6	0.0	-0.2	5.4	1.5	-2.5	-1.4
Cc1ccc(C(=O)NCC(=O)NCC(=O)OCc2ccc(Cl)cc2)cc1	-10.6	1.5	6.1	-1.8	2.9	7.0	-6.2	-2.8	9.5	3.0
CC(=O)Nc1ccc(NC(=O)C2Cc3c(-c4ccc(Cl)cc4)ccnc3O2)cc1 (stereo not drawn)	9.8	-8.8	-1.1	3.4	9.1	-2.7	1.7	0.9	-8.1	-3.8
CC(=O)N/C(=C\c1ccccc1)C(=O)NCc1ccc2c(c1)OCO2	-0.7	1.1	-1.0	4.1	-6.4	0.6	2.8	5.1	-9.7	-3.9
CN1NC(c2ccccc2)NN(C)C1=O	6.2	-3.0	1.0	5.5	-5.5	3.3	2.0	1.7	-4.7	-4.4

2 entries from above in another layout.
Cc1ccc(SCC(=O)NCc2ccc(F)cc2)cc1
  TDP2 inh = -5.9; ASAP1 inh = 3.9; PLC-gamma1 inh = 1.0; SIAE inh = 4.9; ARFGAP1 inh = 6.5; PLC-beta3 inh = -6.5; DDE Tn6 FP inh = 5.2; DDE Tn7 FP inh = 5.3; ADAM10 inh = -0.5; ADAM17 inh = -3.1
O=C(CSc1nccc(=O)[nH]1)Nc1cc(C(F)(F)F)ccc1N1CCOCC1
  TDP2 inh = -10.7; ASAP1 inh = -8.9; PLC-gamma1 inh = 1.2; SIAE inh = 2.4; ARFGAP1 inh = -2.0; PLC-beta3 inh = -7.9; DDE Tn6 FP inh = 0.0; DDE Tn7 FP inh = 6.5; ADAM10 inh = -1.2; ADAM17 inh = -4.9

More compounds.
SMILES	TDP2 inh	ASAP1 inh	PLC-gamma1 inh	SIAE inh	ARFGAP1 inh	PLC-beta3 inh	DDE Tn6 FP inh	DDE Tn7 FP inh	ADAM10 inh	ADAM17 inh
Cc1ccc(S(=O)(=O)n2c3ccc(Cl)cc3c3nc(C)sc32)cc1	0.6	3.2	2.6	-10.7	-1.5	3.0	-6.8	1.2	0.2	-2.6
OC(c1ccc(Cl)c(F)c1)c1ncc(-c2ccccc2F)[nH]1 (stereo not drawn)	3.1	7.3	3.6	0.4	-2.1	2.6	1.8	2.7	8.2	2.0
O=C(O)C1=CC2C=C(Cl)C=CC2OC1=O (stereo not drawn)	1.6	-0.5	-12.3	2.1	0.4	-15.0	-0.2	2.4	-50.9	-17.5
CC1CCN(c2nc3c(cc2C#N)COC(C)(C)C3)CC1	-0.2	-11.1	-54.4	-4.5	1.0	-82.7	-3.0	4.5	-225.2	-70.8
COc1cc(-c2cc(C(=O)Nc3ccc(N4CCOCC4)cc3)c3ccccc3n2)cc(OC)c1OC	8.1	20.6	-1.3	2.6	22.9	-10.2	-1.4	-8.6	8.2	0.5
C#CCN(Cc1ccco1)C(=O)c1nnc2c3ccccc3n(S(=O)(=O)c3ccccc3)c2n1	5.3	0.7	-8.6	-12.2	2.3	-11.1	-3.4	-3.9	-32.5	-8.9
CC(C)NC(=O)c1ccc(COc2cccc3ccccc23)o1	-3.0	3.0	-5.5	0.6	-7.5	-6.0	-2.3	5.1	-14.0	-0.7
CCC(=O)C1=C(N2CCCC2)CC(C)(C)CC1=O	0.6	-7.4	0.1	-2.4	3.0	3.1	-5.7	2.5	-8.0	-4.0
O=S(=O)(Cc1ccccc1)N1CCCC(c2nc(-c3ccc(F)cc3)no2)C1 (stereo not drawn)	11.2	1.4	3.1	-5.7	8.5	-0.6	-0.8	-8.8	-1.9	-3.8
CCOc1ccc(C(=O)NCCN(C)C)cc1	8.5	1.1	0.7	6.5	0.6	2.4	6.5	-3.3	-1.6	-1.9
CC(=O)c1cccc(-n2nnnc2SCC(=O)Nc2ccccc2N2CCCCC2)c1	-2.9	-2.5	4.5	-0.6	2.1	2.0	-15.2	1.4	9.1	1.7
CCC1CCCCN1S(=O)(=O)c1ccc(NC(=O)c2nc(S(C)(=O)=O)ncc2Cl)cc1 (stereo not drawn)	-5.1	-3.4	-7.8	2.5	5.6	-17.7	-8.8	-6.7	-7.9	-4.3
CCCCC(=O)NC(=S)Nc1cccc(NC(=O)c2ccccc2)c1	4.6	-3.4	2.5	-2.2	15.0	1.5	-0.7	3.4	7.0	1.8
CCN(CC(=O)Nc1cc(Cl)ccc1C)C(=O)Cc1ccsc1	4.2	7.2	-0.7	-1.1	-6.6	-2.6	1.2	2.9	1.1	2.1
CC(C)CCNC(=O)NC(=O)COC(=O)c1cc(S(=O)(=O)N2CCOCC2)ccc1N1CCCCC1	5.4	-3.2	-0.8	4.3	-5.9	0.3	2.8	-5.2	0.1	-2.4
Cc1ccc(-c2c(NC(=O)Nc3ccccc3)nc3ncccn23)cc1	1.1	.	-188.0	-8.6	.	-231.8	2.1	5.4	-64.6	-18.2

Screens as filed in PubChem.
